From PubChem BioAssay
FXIIa inh 1536: inhibitors of human coagulation factor XIIa. P00748. purified FXIIa, Boc-QGR-AMC fluorogenic substrate, 2 h. inhibition, % at 5 µM. actives 0.3% (n = 220,000); in the data active = inhibition above about 40%;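 note: 0% = enzyme with no compound and 100% = blank without enzyme; many of its hits are not listed in these tables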
FXIa inh 1536: factor XIa (human) inhibition | purified FXIa, Boc-Glu-Ala-Arg-AMC fluorogenic substrate | inhibition, % at 5 µM | actives 0.14% (n = 220,000) | P03951 | AID 798;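 active = inhibition of at least 40%; inactive = inhibition below 40%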;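 note: fluorescence of freed AMC excited at 355 nm; 0% = enzyme without compound and 100% = no enzyme blank; many of its hits are not listed in these tables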
Target sequence (P03951 19-387 limits assumed): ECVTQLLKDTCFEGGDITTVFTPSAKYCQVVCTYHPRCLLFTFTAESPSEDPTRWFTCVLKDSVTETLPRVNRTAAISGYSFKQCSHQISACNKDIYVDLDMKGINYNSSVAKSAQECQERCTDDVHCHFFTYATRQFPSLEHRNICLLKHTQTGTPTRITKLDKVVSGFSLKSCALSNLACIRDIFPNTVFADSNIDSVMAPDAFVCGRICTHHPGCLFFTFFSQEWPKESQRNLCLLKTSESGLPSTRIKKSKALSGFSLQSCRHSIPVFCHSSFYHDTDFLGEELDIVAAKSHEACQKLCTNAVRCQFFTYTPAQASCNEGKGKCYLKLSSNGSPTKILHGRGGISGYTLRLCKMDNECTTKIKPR
Target sequence (P03951 388-625 limits assumed): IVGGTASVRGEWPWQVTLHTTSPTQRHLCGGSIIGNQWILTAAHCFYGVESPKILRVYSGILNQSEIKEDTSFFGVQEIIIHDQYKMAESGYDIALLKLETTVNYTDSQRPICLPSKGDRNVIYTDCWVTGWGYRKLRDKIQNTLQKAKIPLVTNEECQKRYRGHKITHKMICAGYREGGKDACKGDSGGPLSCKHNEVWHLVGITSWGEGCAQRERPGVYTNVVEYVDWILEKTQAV
TNF necrop inh: blocks TNF-alpha induced death of Jurkat FADD-/- cells. activation (protection from cell death), % at 10 µM. actives 0.068% (n = 220,000). Jurkat FADD-/- TNF necroptosis rescue, ATP luminescence, 24 h; 0 = TNF only, 100 = no-TNF cells;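 active = activation, meaning protection from cell death, of at least 50% relative to plate controls; inactive = activation below 50%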;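 note: necroptosis triggered by 40 ng/mL TNF-alpha added together with compound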
TbHK1 inh: blocks Trypanosoma brucei hexokinase 1 activity; inhibition, % at 10 µM; actives 0.11% (n = 220,000); recombinant TbHK1, G6PDH-coupled NADH A340;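 active = inhibition of 50% or more in the single-dose primary screen; inactive = inhibition below 50%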
PPC-1+TRAIL kill: compounds killing PPC-1 cancer cells with TRAIL present (potentiator screen, no TRAIL-free arm). PPC-1 cells + TRAIL, ATPLite viability luminescence. cell killing (% activity), % at 4 µM. actives 0.41% (n = 220,000). AID 1443;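 active = cell killing above 50% in the first pass at 4 µM, then a duplicate retest at 5 µM averaging 50% or more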;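 note: plate controls were cells with TRAIL plus DMSO for no effect and medium-only wells lacking cells for full effect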
Wee1 stabilizer: human Wee1 degradation inhibition, primary screen; P30291; HeLa Luc-Wee1K328M stability, luciferase luminescence; 100% = proteasome inhibitor MG132 effect; reporter increase, % at 5 µM; actives 1.2% (n = 220,000); AID 1321;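 active = activation above the mean of all tested compounds plus 3 SD, set per screening run, cut at about 8.8% in these data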;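 note: cells exposed to compound for 20 h before luminescence read; 0% = DMSO alone and 100% = MG132 at 30 µM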
zVAD death inh: L929 zVAD cell death inhibition; L929 zVAD necroptosis rescue, ATP luminescence, 24 h; with zVAD 60 µM; viability rescue, % at 10 µM; AID 1377; actives 0.38% (n = 220,000);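 active = activation, scaled between plate controls, above about 75%, limit read from the data; inactive = activation under that limit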;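 note: 0% = zVAD with DMSO and 100% = DMSO alone without zVAD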
CHOP inhibitor: CHOP inhibition in unfolded protein response; CHO-K1 CHOP-promoter luciferase, tunicamycin-induced, 15-18 h; inhibition, % at 10 µM; actives 3.8% (n = 220,000); AID 2732;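 active = compounds that reduced the stress-induced luciferase reporter signal by more than about 70% of percent inhibition, limit read from the data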;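 note: 0% = tunicamycin plus vehicle and 100% = wells without tunicamycin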
PGE2 EP2 inh: EP2 receptor (human) inhibition. inhibition, % at 25 µM. P43116. C6 glioma cells expressing human EP2, cAMP TR-FRET; cells stimulated with saturating PGE2. actives 0.52% (n = 260,000);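 active = percent inhibition above 40 after rounding to a whole number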;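 note: rat C6 glioma host cells with rolipram phosphodiesterase inhibitor present; the protocol text gives 20 µM as final concentration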
Target sequence (P43116 whole entry, looked up): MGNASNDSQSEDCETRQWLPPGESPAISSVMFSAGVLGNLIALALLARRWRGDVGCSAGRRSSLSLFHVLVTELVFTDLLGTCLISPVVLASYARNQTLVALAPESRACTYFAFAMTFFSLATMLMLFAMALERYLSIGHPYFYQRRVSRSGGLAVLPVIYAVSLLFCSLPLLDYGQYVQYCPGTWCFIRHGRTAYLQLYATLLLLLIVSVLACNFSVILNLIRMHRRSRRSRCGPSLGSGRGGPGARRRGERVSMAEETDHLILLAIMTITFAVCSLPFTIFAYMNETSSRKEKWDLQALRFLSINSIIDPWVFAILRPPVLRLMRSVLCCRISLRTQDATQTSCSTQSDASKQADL
Starred values were filed as active, the others as inactive; . = not tested or not shown; & = joins results of further samples.

#	mol	FXIIa inh 1536	FXIa inh 1536	TNF necrop inh	TbHK1 inh	PPC-1+TRAIL kill	Wee1 stabilizer	zVAD death inh	CHOP inhibitor	PGE2 EP2 inh
1	CC(C)NC(=O)COC(=O)c1ccc(NS(=O)(=O)c2ccc3c(c2)OCCO3)cc1	14	-8	0.9	-7	-36	1	-0.6	1	4
2	O=C(NCCc1nc(-c2ccccc2)cs1)c1ccc(Br)cc1	-3	-4	2.3	1	-1	-3	0.2	55	9
3	C=CCNC(=O)c1ccc(Sc2ccccc2)c([N+](=O)[O-])c1	16	6	-2.1	4	23	2	-0.3	-13	.
4	CCC(=O)c1ccccc1OCCN1CCN(CC)CC1	8	4	2.3	0	6	2	0.1	-12	2
5	O=C(Nc1cccnc1)OC1CCCC1	2	5	0.0	0	-1	0	1.2	-15	8
6	Cc1ccc(C(=O)N2C3C=CC(C3)C2(C(F)(F)F)C(F)(F)F)cc1 (stereo not given)	11	12	0.0	1	13	-3	0.4	16	6
7	CCCN(Cc1cc2cccc(C)c2[nH]c1=O)S(C)(=O)=O	10	8	0.7	-15	16	3	-0.9	4	.
8	CC(C)c1cc(C(C)C)c(S(=O)(=O)NNC(=O)c2ccncc2)c(C(C)C)c1	7	2	0.9	27	-22	0	0.4	63	13
9	CCOC(=O)N1CCN(C(=O)CSc2nnc(-c3cccc(OC)c3)o2)CC1	2	-4	-0.6	-3	23	7	-0.4	11	8
10	COc1ccc(CNc2nc3nc4c(c(=O)n3[nH]2)CCC4)cc1	10	-5	-0.7	-4	2	-2	0.2	6	2
11	COc1c(N)c2ccccc2[nH]c1=O	-13	-18	1.8	-2	8	-1	0.6	-7	.
12	CC(C)OCCCNC(=O)C(NC(=O)c1ccc(Cl)cc1)C(C)C (stereo not given)	4	-4	1.1	2	11	-2	0.6	-9	2
13	O/C(=C\c1ccc2ccccc2n1)c1ccc(O)cc1O	10	4	-4.9	-9	48	1	1.1	0	12
14	COCCNC(=O)c1ccccc1NS(=O)(=O)c1ccc(C)c([N+](=O)[O-])c1	-4	-14	1.9	40	22	0	0.9	-21	9
15	Cc1ccc(S(=O)(=O)Nc2ccc3c(c2)c2c(n3S(=O)(=O)c3ccc(C)cc3)CCCC2=O)cc1	12	14	-2.6	2	24	4	1.7	-1	9
16	CCN(CC)c1ccc(/C=C2\SC(=O)N(C(C)C)C2=O)o1	10	2	-1.3	-3	-5	-3	1.6	-69	9
17	O=C1CSC(=S)N1/N=C/c1ccc(Cl)c([N+](=O)[O-])c1	4	1	0.3	-9	-2	1	-0.2	4	18&23
18	Cc1cccc(C(=O)OC2CCN(C)CC2)c1	4	0	0.2	-6	16	4	0.4	-5	6
19	CCOc1ccc(CN(C)C(=O)c2cccnc2SC)cc1OC	9	0	0.9	0	-1	5	3.5	-5	9
20	COCCN(CCOC)C(=O)N1CCOCC1	5	1	2.3	-4	-8	0	0.7	23	10
21	CC(C)c1ccc(NNC(=O)C2CCC2)cc1	12	-4	2.8	-4	1	-3	-0.3	10	7
22	COc1ccc(/C=C(/NC(=O)c2ccccc2)C(=O)NC2CCS(=O)(=O)C2)cc1 (stereo not given)	5	-1	0.0	-17	14	1	-0.3	-12	11
23	CCOC(=O)c1cnc(-n2nc(C)cc2C)nc1Nc1ccc(C)cc1	-11	-13	-3.8	-11	13	-2	-0.4	-15	.
24	CC(=O)Nc1ccc(S(=O)(=O)Nc2cccc(N(C)S(C)(=O)=O)c2)cc1	11	1	-2.4	-2	24	-1	0.2	5	13
25	O=C(/C=C/Nc1ccc(S(=O)(=O)Nc2cnc3ccccc3n2)cc1)c1cccnc1	2	-2	3.0	-35	4	0	0.7	12	6
26	CCCCc1[nH]c(=O)c(C#N)c2c1CCCC2	49*	34	-3.1	-25	10	0	-0.3	17	2
27	O=C(Cc1cccc2ccccc12)NC(NC(=S)Nc1ccccc1Cl)C(Cl)(Cl)Cl (stereo not given)	5	3	-1.0	2	24	1	2.3	104*	7
28	Cc1sc2ncnc(SCC(=O)c3ccc(Cl)s3)c2c1C	17	9	0.9	9	12	-1	0.2	5	.
29	O=C(O)/C=C/c1coc2ccccc2c1=O	12	23	1.5	-1	-4	2	0.1	-11	2
30	Cc1ccc(C)c(OCC(=O)NC(Cc2c[nH]c3ccccc23)C(=O)O)c1 (stereo not given)	7	-5	-0.1	-2	9	-2	4.3	-21	13
31	Cc1ccc(OCc2ccoc2C(=O)O)cc1C	2	2	-2.1	12	1	-1	-0.2	-2	11
32	O=C(CSCc1ccccc1)Nc1ccc2c(c1)C(=O)NC2=O	13	7	-1.5	1	5	0	0.4	0	4
33	Cc1cccc(NC(=O)CSc2nnnn2C)n1	7	-4	-0.3	3	12	-1	0.1	24	.
34	CCS(=O)(=O)N1CCN(Cc2ccccc2OC)CC1	8	3	-1.2	-9	14	0	-1.0	50	2
35	CC(C(=O)Nc1ccccc1C(=O)O)n1c(C(F)(F)F)nc2ccccc21 (stereo not given)	6	-1	-0.1	-3	5	1	3.3	6	16
36	O=C(NCCN1C(=O)C2C3C=CC(C3)C2C1=O)N1CCCCC1 (stereo not given)	3	1	-0.3	-7	2	-1	-0.3	6	7
37	c1ccc(-c2cc(-c3nnc4sc(-c5ccccn5)nn34)[nH]n2)cc1	9	3	-7.8	3	16	3	1.1	11	.
38	O=C(Nc1cccc(F)c1)c1ccc(S(=O)(=O)NCC2CCCO2)cc1 (stereo not given)	25	3	-1.0	-6	1	0	3.6	-4	7
39	Cn1c(SCC(=O)c2ccccc2)nc2cccnc21	10	-4	-2.0	-3	10	3	0.0	26	15&5
40	CC(Sc1nc(-c2ccccc2)cc(C(F)(F)F)n1)C(=O)NCCN1CCOCC1 (stereo not given)	-1	9	0.5	-3	6	-1	0.2	-2	6
41	Cc1nc(-c2coc3c(CN(C)C)c(O)ccc3c2=O)cs1	10	-1	0.5	-24	9	-1	0.8	1	7
42	Cc1ccc(NC(=O)CN2C(=S)NC(C)(C)CC2C)cc1Cl (stereo not given)	18	11	-0.1	9	15	-2	-1.1	19	19
43	COc1ccccc1-c1cc(C(F)(F)F)nc(N2CCN(c3ccc(F)cc3)CC2)n1	13	3	-1.3	-12	21	-2	-0.1	31	1
44	O=C(c1ccc(-c2ccc(Cl)cc2Cl)o1)N1CCOCC1	2	-4	-1.2	-4	40	5	1.8	6	9&7
45	CC(C)c1ccc(CN(C(=O)c2cc3ccccc3oc2=O)C2CCS(=O)(=O)C2)cc1 (stereo not given)	4	-3	2.0	-22	18	0	0.3	-20	5
46	NC(=O)C1CCN(C(=O)CSc2ccsc2[N+](=O)[O-])CC1	13	0	0.4	-12	1	-3	7.4	18	4
47	COc1ccc(CCNC(=O)CN2CCN(c3cccc(C(F)(F)F)c3)CC2)cc1	-18	1	-0.4	-10	11	1	-0.5	86*	10
48	COc1cccc(C(C(=O)NC2CCCC2)N(Cc2ccco2)C(=O)c2ccco2)c1OC (stereo not given)	10	2	-1.2	5	14	-2	-0.1	-7	16
49	CCCCNC(=O)CCn1nc(-c2ccccc2)ccc1=O	-1	-7	-0.8	-3	-3	1	0.8	5	.
50	COc1ccc([N+](=O)[O-])cc1NC(=O)Cc1ccc(Cl)cc1	26	23	-4.5	38	-8	2	0.8	20	13
51	O=C(NCc1cn(-c2ccccc2)nc1-c1ccccc1)c1cccc([N+](=O)[O-])c1	-1	-5	0.8	0	4	1	1.5	26	4
52	COc1ccc(CC(=O)N2CC3(C)CC2CC(C)(C)C3)cc1 (stereo not given)	11	-1	0.3	-2	2	1	-0.6	2	17
53	COC(=O)c1sccc1NC(=O)/C=C/c1c(Cl)cccc1Cl	40*	22	-0.9	-18	12	4	-0.4	-28	21
54	CC(=O)c1cccc(NC(=O)NCc2cccs2)c1	-8	-10	-0.9	1	20	1	0.1	6	9
55	CC(=O)c1ccc(-c2ccc(C(=O)N3CCCc4ccccc43)o2)cc1	5	-9	-11	-27	19	3	0.9	8	3
56	C=CC#CC[N+]1(CC#Cc2ccccc2)CCOCC1	-3	-1	0.4	16	5	-1	0.5	33	3
57	O=C(OCCCN1CCOCC1)c1ccc(O)c(O)c1	10	3	2.7	-6	-3	0	2.1	0	9
58	CN(C)/C=C1/C(=O)N(c2ccc([N+](=O)[O-])cc2)N=C1c1ccccc1	10	-1	-0.6	-30	12	2	0.9	-17	4
59	O=C(COC(=O)c1ccc(NS(=O)(=O)c2cccs2)cc1O)NCc1ccccc1	5	0	-4.8	-7	28	-3	3.0	6	2
60	COc1cc(-c2ccc(NC(=O)NC3CC3)c(OC)c2)ccc1NC(=O)NC1CC1	6	2	-14	-10	-12	1	4.4	-8	12

New compounds follow:
#	mol	FXIIa inh 1536	FXIa inh 1536	TNF necrop inh	TbHK1 inh	PPC-1+TRAIL kill	Wee1 stabilizer	zVAD death inh	CHOP inhibitor	PGE2 EP2 inh
61	O=C(Cn1cc(C(F)(F)F)ccc1=O)N/N=C/c1ccc(F)cc1	3	-1	-1.0	16	9	3	2.1	29	5
62	Cc1onc(-c2ccccc2)c1CNC(=O)Nc1ccc(C(F)(F)F)cc1	9	4	3.0	-11	6	1	1.0	-2	12
63	O=c1cc(NCCc2ccccc2)c2ccccc2o1	12	-2	-1.3	-1	1	9.0*	0.2	39	9
64	O=C(N/N=C/c1coc2ccccc2c1=O)c1cn(-c2ccccc2)nc1-c1ccccc1	-3	5	-1.6	-5	4	10.0*	-1.0	33	6
65	O=C(CN1CCCC1)Nc1cc(C(F)(F)F)ccc1Cl	6	-5	0.6	-2	-1	0	2.5	20	7
66	CN(C)CCCN1C(=O)c2oc3ccc(F)cc3c(=O)c2C1c1cccnc1 (stereo not given)	4	-3	1.3	-3	10	-4	0.5	-8	10
67	CN(C)C(=C(C#N)C#N)N1CCN(c2ccc(Cl)cc2)CC1	4	-6	-0.4	-3	9	2	0.7	6	8
68	CCOC(=O)C(=O)N1c2ccccc2C(N(C(=O)C(=O)OCC)c2ccccc2)CC1C (stereo not given)	6	0	-0.1	5	-3	6	0.0	19	2
69	O=C(Nc1cccc(O)c1)c1ccccc1	13	1	-1.9	4	15	-3	0.6	-11	5
70	CCOC(=O)N1CCC(NC(=O)Cn2nc(-c3ccccc3)ccc2=O)CC1	15	3	-0.1	-3	11	-3	0.8	18	6
71	COc1ccc(Cl)cc1CSc1n[nH]c(C)n1	4	3	-4.5	-4	13	-3	-0.3	33	8
72	Cc1ccc(CCC(=O)Nc2ccc(S(N)(=O)=O)cc2)o1	-12	-1	0.1	6	10	-2	0.6	-19	8
73	CNc1nc(N)nc(OC(C(F)(F)F)C(F)(F)F)n1	4	0	-1.7	-1	-1	-2	-0.8	-1	7
74	Cc1ccc(S(=O)(=O)c2c(N)n(NC(=O)c3ccco3)c3nc4ccccc4nc23)cc1	-4	-6	0.9	2	2	2	0.5	-1	12
75	COc1ccc(NC(=S)N2CCN(CCN3C(=O)c4cccc5cccc(c45)C3=O)CC2)cc1	-2	0	-0.3	-13	-3	-2	2.9	11	17
76	COc1cccc(S(=O)(=O)Nc2cccc(C(=O)N3CCOCC3)c2)c1	12	7	0.0	3	2	4	1.0	-6	3
77	O=C(CC1C(=O)NCCN1Cc1ccc(-c2ccccc2)cc1)NCCOc1cccnc1 (stereo not given)	6	-3	0.2	-1	-18	1	1.1	46	5
78	Cc1cccc(-c2nnc(SCC(=O)Nc3nc4c(s3)CCCC4)n2C)c1	7	7	-1.8	-2	-8	4	0.0	44	3
79	COc1cc(NC(=S)Nc2cccc(Cl)c2Cl)c(OC)cc1Cl	3	-1	-5.6	-5	-8	-1	-0.3	68	3
80	CCc1ccc(N2C(=O)CC(N3CCN(c4ccccn4)CC3)C2=O)cc1 (stereo not given)	11	4	-0.4	-11	8	3	0.7	11	7

An excerpt. The share of hits here may be higher or lower than overall.
